High-throughput results deposited in PubChem by Sanford-Burnham Center for Chemical Genomics.
CHOP UPR activ: activators of apoptotic arm of unfolded protein response (CHOP) | CHO-CHOP luciferase reporter, UPR activation, luminescence; percent of tunicamycin response over DMSO baseline | activation, % at 10 µM | 330,000 compounds, 0.34% hits | AID 449763;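 active means at 10 µM dose, activation of 40% or more, normalized to positive control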;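 further: 100% = tunicamycin at 10 µg/mL and 0% = DMSO alone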
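System: CHO CHOP reporter cells. Amount: 500 cells per well. Buffer or medium: F12 medium, 10% FBS. Compound dosing: one dose, 10 µM in 0.5% DMSO. Incubation: 6 h compound exposure at 37 °C after overnight seeding. Technique: Steady-Glo luciferase luminescence. Benchmarks: tunicamycin and DMSO controls.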
APJ ag: APJ receptor agonism; P35414; CHO-K1 APJ PathHunter beta-arrestin, luminescence; 0% DMSO wells, 100% apelin; activation, % at 20 µM; 330,000 compounds, 0.11% hits; AID 2520;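 active means activation more than six SD over the plate average, tested at 20 µM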;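 further: 0% = DMSO alone and 100% = apelin-13 at 10 nM; some results filed as inactive read as strong as hits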
Target sequence (P35414 whole entry, looked up): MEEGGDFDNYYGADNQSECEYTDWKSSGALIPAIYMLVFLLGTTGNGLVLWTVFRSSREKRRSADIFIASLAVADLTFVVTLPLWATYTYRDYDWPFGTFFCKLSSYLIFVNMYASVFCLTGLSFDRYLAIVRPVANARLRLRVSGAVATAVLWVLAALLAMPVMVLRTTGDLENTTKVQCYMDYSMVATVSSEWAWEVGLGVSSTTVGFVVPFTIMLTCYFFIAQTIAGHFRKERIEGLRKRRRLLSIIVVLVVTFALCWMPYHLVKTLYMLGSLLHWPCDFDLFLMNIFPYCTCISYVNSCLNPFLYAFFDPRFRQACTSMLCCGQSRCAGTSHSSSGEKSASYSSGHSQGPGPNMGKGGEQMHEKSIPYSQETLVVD
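Assay system: CHO-K1 APJ beta-arrestin complementation cell line / Compound: single test compound dose, 20 µM final, 1% DMSO / Times: overnight seeding, 90 min compound at 25 °C, 1 h detection / Technique: beta-gal luminescence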
Mdm2-MdmX inh: human Mdm2/MdmX binding inhibition | 330,000 compounds, 3% hits | O15151+Q00987 | SaOS-2 split-luciferase Mdm2/MdmX complementation, luminescence | inhibition, % at 8 µM | AID 485346;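 active means inhibition of at least 50% at 8 µM in the primary screen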
tim10-1 inh: inhibits growth of tim10-1 mutant yeast; S. cerevisiae tim10-1 ts strain growth, BacTiter-Glo, 24 h; 330,000 compounds, 2.2% hits; inhibition, % at 20 µM;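 active means inhibition of at least 40%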;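 further: mutant grown at 25 °C; 0% = DMSO wells with yeast and 100% = wells holding no yeast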
TIM10 inh: growth inhibitors of TIM10 yeast strain | S. cerevisiae TIM10 strain growth, BacTiter-Glo luminescence, 24 h | inhibition, % at 10 µM | 330,000 compounds, 1.4% hits;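 active means inhibition of 40% or more at the single tested concentration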;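 further: wild-type TIM10 isogenic control strain grown at permissive 25 °C; 0% = DMSO yeast wells and 100% = minimal medium wells without yeast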
tim23-1 inh: growth inhibitors of tim23-1 mutant yeast | S. cerevisiae tim23-1 growth, BacTiter-Glo luminescence, 24 h | inhibition, % at 20 µM | 330,000 compounds, 1.3% hits | AID 463212;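 active means growth inhibition of the mutant yeast at or above 50%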;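 further: temperature-sensitive mutant grown at 25 °C; plate controls were DMSO-treated mutant yeast for no effect and medium wells lacking yeast for full effect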
APJ antagonist: APJ receptor antagonism. P35414. CHO-K1 APJ beta-arrestin complementation, luminescence. inhibition, % at 20 µM. 330,000 compounds, 0.32% hits;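 active means inhibition above about 40% at 20 µM, limit read from the data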;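 further: cells challenged with 10 nM apelin-13 agonist together with compound; plate controls were apelin-13 plus DMSO wells for no effect and DMSO wells lacking apelin-13 for full effect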
XBP1 UPR activ: adaptive UPR (XBP1) activation | CHO-XBP1 luciferase reporter, IRE1-XBP1 UPR activation, luminescence; percent of tunicamycin response, DMSO as zero | activation, % at 20 µM | 330,000 compounds, 0.33% hits;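 active means versus positive control, 20 µM dose yields 30% or more activation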;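 further: 100% = tunicamycin at 10 µg/mL and 0% = DMSO only wells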
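incubation = overnight seeding at 37 °C, 6 h compound treatment at 37 °C | assay system = CHO-XBP1 cells stably carrying IRE1-XBP1-driven luciferase reporter | input = 1000 cells per well | detection = luciferase luminescence | dosing = single point, 20 µM final compound, 1% DMSO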
CXCR6 block: CXCR6 (human) receptor inhibition | O00574 | CHO-K1 PathHunter CXCR6 beta-arrestin, luminescence | inhibition, % at 20 µM | 360,000 compounds, 0.36% hits | AID 602244; in the data active means inhibition above about 34%, passing the limit was not always enough;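 further: antagonist mode with CXCL16 agonist at 10 nM final; 0% = 10 nM CXCL16 with DMSO and 100% = unstimulated wells without agonist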
Target sequence (O00574 whole entry, looked up): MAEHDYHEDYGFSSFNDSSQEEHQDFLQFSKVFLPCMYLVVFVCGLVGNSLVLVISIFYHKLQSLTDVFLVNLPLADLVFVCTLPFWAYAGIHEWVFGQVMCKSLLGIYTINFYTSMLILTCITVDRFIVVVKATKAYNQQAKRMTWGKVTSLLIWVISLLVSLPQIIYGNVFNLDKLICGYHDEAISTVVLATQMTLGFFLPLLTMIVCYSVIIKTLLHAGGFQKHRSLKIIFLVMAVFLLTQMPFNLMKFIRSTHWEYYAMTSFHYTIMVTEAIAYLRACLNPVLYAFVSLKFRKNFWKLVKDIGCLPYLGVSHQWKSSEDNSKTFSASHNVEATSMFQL
Starred values were filed as active, the others as inactive; & = joins results of further samples. Some of the compounds tested; the hit share may differ from the screen's.

SMILES | CHOP UPR activ | APJ ag | Mdm2-MdmX inh | tim10-1 inh | TIM10 inh | tim23-1 inh | APJ antagonist | XBP1 UPR activ | CXCR6 block
CCN(CC(=O)Nc1ccc(S(=O)(=O)N2CCCC2)cc1)CC(=O)Nc1ccccc1C(F)(F)F | 0.8 | -2 | 28 | 22 | 14 | 22 | 1 | -2 | -1
COc1cc(CNn2cn[nH]c2=S)cc(Cl)c1OCc1ccc(F)cc1 | -1.9 | 1 | -43 | 27 | 8 | 40 | -15 | 2 | -5
COc1cccc(NC(=O)CN(C)C(=O)CNC(=O)c2ccc(Oc3ccccc3)cc2)c1 | 5.6 | 0 | -30 | 13 | 4 | 20 | 12 | 2 | 1
CCCCN(C(=S)Nc1cccc(C)c1C)c1c(N)n(CCC)c(=O)[nH]c1=O | -1.1 | -5 | 5 | 16 | -25 | 8 | -34 | 0 | -12
Cc1cccc(NC(=O)C2CC(=O)n3ncnc3N2)c1 (stereo not drawn) | -1.0 | -2 | 5 | 3 | 15 | 11 | 8 | 0 | 2
Cc1cccc(C(=O)Nc2nnc(Cc3ccccc3)s2)c1 | 3.0 | 3 | -5 | 33 | 20 | 39 | 0 | -3 | -1
Nc1cc(Br)c(N)c(Br)c1 | -3.0 | 1 | 16 | 20 | 6 | 3 | -9 | 0 | 0
Cc1cc(C)cc(NC(=O)C2C3C=CC4(O3)C2C(=O)N(CCCN(C)C)C4C(=O)NC2CCCC(C)C2C)c1 (stereo not drawn) | 1.1 | 1 | 10 | 8 | -1 | 27 | -5 | -3 | -5
CCOc1ccc(CN(C)CC(=O)Nc2ccccc2C(=O)NC2CC2)cc1 | 0.2 | 5 | 15 | 3 | 3 | 11 | 34 | -1 | -8
O=C(Nc1ccccc1)c1ccc(=O)[nH]n1 | 0.3 | -2 | -5 | 14 | -15 | 20 | -8 | 2 | -4

Single values from the entries so far.
COc1cc(CNn2cn[nH]c2=S)cc(Cl)c1OCc1ccc(F)cc1 – XBP1 UPR activ = 2
Cc1cccc(C(=O)Nc2nnc(Cc3ccccc3)s2)c1 – XBP1 UPR activ = -3

Following part
SMILES | CHOP UPR activ | APJ ag | Mdm2-MdmX inh | tim10-1 inh | TIM10 inh | tim23-1 inh | APJ antagonist | XBP1 UPR activ | CXCR6 block
COc1cc(-n2ccnc2SC)c(Cl)cc1Cl | -1.7 | 4 | 4 | 25 | 14 | 15 | 2 | 1 | 0
OCC1(Cc2ccc(F)cc2F)CCCN(CCCc2ccccc2)C1 (stereo not drawn) | 0.5 | 9 | -18 | -3 | -1 | 9 | 12 | 0 | -11
CC(=O)NCCCc1nc2ccccc2n1Cc1ccccc1C | -1.9 | -3 | 7 | -11 | 3 | 2 | -7 | 3 | 1
Nn1c(SCC(=O)Nc2cccnc2Cl)nnc1-c1ccccc1 | -1.6 | -1 | 12 | 2 | 1 | 5 | -34 | -2 | 2
CC1CCCCC1NC(=O)CCn1c(=O)sc2ccccc21 (stereo not drawn) | -0.5 | -4 | 19 | 15 | -1 | 9 | 25 | -7 | 2
CN(C)CCCN1c2ccccc2Sc2ccc(Cl)cc21 | -0.2&-0.8 | 8&1 | 68* | 37&22 | 19&19 | -6&14 | 21&13 | -2&-1 | 1&7
Cc1ccc(NC(=O)CCNS(=O)(=O)c2ccc3c(c2)CCC(=O)N3)cc1 | -0.8 | -6 | 8 | -7 | 0 | 5 | 0 | -5 | -4
CS(=O)(=O)N(CC(=O)N1CCCCCC1)c1cccc(F)c1 | -1.6 | -2 | 13 | 3 | -3 | 5 | 10 | -3 | -1
Cc1cc(C)nc(N/N=C/c2ccccc2OCC(=O)O)n1 | 0.7 | -2 | -2 | 14 | -12 | 4 | 12 | 5 | -4
CC(=O)n1nc(-c2cccnc2)nc1N | -1.8 | -2 | -1 | 4 | 1 | -5 | -10 | -1 | -3
CC(=O)NC(Cc1ccc(F)c(F)c1)C(=O)NC1CCN(c2nnnn2-c2ccccc2)CC1 (stereo not drawn) | 1.5 | -2 | 7 | -2 | 20 | 16 | 11 | -2 | -7
CC1CCN(CC(=O)Nc2ccc(Br)cc2[N+](=O)[O-])CC1 | 17 | 0 | -6 | -5 | -6 | 17 | 3 | 0 | -8
CCOc1cccc(C(=O)N2CCCCC2c2cccnc2)c1 (stereo not drawn) | -0.4 | -4 | 16 | 34 | 2 | 7 | 8 | -2 | -7
COCCNC(=O)CN1C(=O)c2cccc3cccc1c23 | 0.6 | -3 | 17 | 2 | 3 | 0 | 5 | -3 | -9
COc1ccc(C(=O)COC(=O)c2ccc3c(c2)NC(=O)CS3)c(OC)c1 | -1.4 | 0 | 20 | 27 | 10 | 5 | -5 | -3 | 1
COc1ccc(C(C)C)cc1S(=O)(=O)Nc1ncn[nH]1 | 3.1 | 2 | -4 | -3 | -2 | -6 | 8 | 0 | -4
CC(NS(=O)(=O)c1ccc(Br)cc1)C(=O)NCC1CCCO1 (stereo not drawn) | -0.7 | 2 | -2 | 19 | -6 | 9 | 13 | -3 | 2
COc1ccc(OC)c2sc(NC(=O)CCSc3ccccc3)nc12 | 1.9 | -5 | 48 | -6 | -21 | -16 | 11 | -1 | 2
O=C(O)c1ccc2c(c1)S(=O)(=O)c1ccccc1C2=O | -2.3 | -3 | 3 | 3 | -7 | -4 | -2 | -5 | 6
Cc1ccc(-n2c(SCC(=O)NCc3ccco3)nnc2-c2cccnc2)c(C)c1 | 0.1 | -2 | -14 | 16 | 9 | 11 | 6 | 3 | 2

Some of these compounds in order of the tim10-1 inh value, largest number first:
smiles | tim10-1 inh
CCOc1cccc(C(=O)N2CCCCC2c2cccnc2)c1 (stereo not drawn) | 34
Nc1cc(Br)c(N)c(Br)c1 | 20
COc1ccc(OC)c2sc(NC(=O)CCSc3ccccc3)nc12 | -6

The list goes on.
SMILES | CHOP UPR activ | APJ ag | Mdm2-MdmX inh | tim10-1 inh | TIM10 inh | tim23-1 inh | APJ antagonist | XBP1 UPR activ | CXCR6 block
Cc1ccc(C)c(N(C(=O)Cn2nnc3ccccc32)C(C(=O)NC(C)(C)C)c2ccsc2)c1 (stereo not drawn) | 0.3 | 4 | -10 | 16 | 14 | 16 | -3 | 7 | -1
CCCn1c(SCC(=O)NCc2ccco2)nnc1C(C)C | 2.1 | -2 | 25 | 8 | 3 | 13 | -5 | -2 | -5
COc1ccc(OC)c(/C=C/C(=O)N(C)CC(=O)Nc2ccc(N3CCOCC3)cc2)c1 | -0.2 | -3 | -21 | 6 | 4 | 9 | -19 | -3 | 2
CCOC(=O)c1cnc2c(Cl)cc(Cl)cc2c1NCCCN1CCOCC1 | 2.4 | -2 | -31 | 13 | 2 | 21 | 5 | -3 | 10
O=C(COC(=O)Cn1nnc(-c2ccccc2)n1)Nc1cc(F)ccc1F | 0.2 | -4 | 3 | -2 | -9 | 8 | 2 | -1 | -10
CCOC(=O)c1ccc(N2C(=O)C(CC(N)=O)N(CCc3ccc(OC)c(OC)c3)C2=S)cc1 (stereo not drawn) | -1.0 | -2 | -2 | 10 | -1 | 17 | 16 | -1 | -4
CCN(C(=O)c1cc2c(=O)n3cccc(C)c3nc2n1CCCOC)C1CCCCC1 | 0.7 | 1 | 9 | 18 | 23 | 35 | -21 | 0 | 9
O=S(=O)(c1cccs1)N1CCN(c2ccc(O)cc2)CC1 | 0.2 | -3 | 26 | 1 | 11 | 14 | -18 | 0 | 3
CC1(C)NC(=O)N(CC(O)CN2CCCC2)C1=O (stereo not drawn) | -0.8 | 0 | 11 | -2 | -6 | 2 | 3 | 1 | -4
COc1ccc2oc(=O)c(C(=O)N3CCN(c4ccccc4)CC3)cc2c1 | 2.5 | 2 | 4 | 5 | 11 | 18 | -5 | 1 | 9
CCOC(=O)c1ccc(NCc2ccc(N(C)C)cc2)cc1 | -1.7 | -3 | 4 | 4 | -5 | 2 | -20 | -2 | -4
CCCN(CC(=O)Nc1ccccc1C)C(=O)CCNC(=O)c1ccccc1Cl | -0.8 | -4 | -1 | 2 | -2 | -1 | 7 | -2 | 3
COc1ccccc1NC(=O)CSc1nc2c(oc3ccccc32)c(=O)n1C | 0.0 | 5 | 17 | 17 | -20 | 9 | -29 | -3 | -1
N/C(=N\S(=O)(=O)c1cc(C(F)(F)F)cc(C(F)(F)F)c1)c1ccccc1 | -1.0 | 3 | 10 | 27 | 24 | 32 | -8 | -4 | 6
O[Si](CCCN1CCCCC1)(c1ccc(F)cc1)C1CCCCC1 (stereo not drawn) | -0.4 | -3 | 37 | 1 | 8 | -5 | 2 | -5 | -2
Oc1ccc2ccccc2c1CNn1cnnc1 | -2.3 | -1 | 26 | 9 | 13 | 11 | 10 | 0 | 6
NNC(=O)c1sc2cc(C(F)(F)F)cnc2c1-c1cccs1 | 2.1 | 5 | -36 | 15 | 16 | 17 | -52 | 1 | 4
OCc1nc2c(ccc3ccccc32)[nH]1 | 2.4 | -3 | 8 | 12 | -15 | 7 | 2 | 0 | -10
C=CC[C@H](CC(=O)NCCO)C(=O)N[C@H](C)COC(=O)[C@@H](CC=C)Cc1ccc(F)cc1 | -0.2 | -3 | -2 | -4 | 7 | -6 | 2 | -2 | -2
C=CCNc1nc2ccccc2nc1NS(=O)(=O)c1ccc(Br)cc1 | -0.5 | -5 | 17 | 35 | 26 | 50* | 2 | 0 | 4
COc1ccc(CCNS(=O)(=O)c2ccc(Br)cc2)cc1 | -1.0 | 1 | 4 | 35 | -2 | 52* | -2 | -4 | 6
C[C@H](CO)N1C[C@H](C)[C@@H](CN(C)C(=O)Nc2ccc(C(F)(F)F)cc2)Oc2ccc(NC(=O)Nc3ccccc3)cc2C1=O | 1.8 | -3 | 29 | 0 | 9 | 5 | 2 | -3 | 4
Cc1ccc(OCC(=O)Nc2ccc(N3CCN(S(C)(=O)=O)CC3)cc2)c(C)c1 | 2.5 | 1 | -9 | 13 | 15 | 5 | -10 | -1 | -3
O=C(CCC(=O)Nc1ccc(F)cc1)N/N=C/c1ccc(F)cc1 | -2.6 | -1 | 15 | 3 | -1 | 7 | -2 | 1 | -22
O=C(Cn1nc(-c2nn(CC(=O)c3ccccc3)c3[n+]2CCCCC3)[n+]2c1CCCCC2)c1ccccc1 | 1.0 | 1 | 17 | -22 | 4 | -10 | 13 | -3 | 0
O=C(Nc1ccc(F)cc1)Nc1ccc(N2CCCC2)c(S(=O)(=O)Nc2ccccc2Cl)c1 | 9.8 | 5 | 91* | 39 | 15 | 24 | -12 | 6 | -15
COc1ccc(CNCc2c(F)cccc2F)cc1OC | 4.8 | -4 | 18 | 8 | -3 | 14 | 17 | -2 | 0
CCN1CCN(C(=O)c2sc3nc(C)nc(N4CCC(C)CC4)c3c2C)CC1 | 0.8 | 1 | -17 | 4 | 7 | 20 | -3 | 3 | 4
C/C(N)=C(/C#N)C(=O)CSc1ccccc1F | 2.7 | 0 | -27 | 2 | -3 | 13 | 8 | 3 | 0
COC(=O)c1c(-c2ccc(C)cc2)csc1NC(=S)NC(=O)c1cc(OC)cc(OC)c1 | 2.7 | 0 | -1 | 20 | 8 | 29 | -3 | -2 | 0
